# Dynein transport – inhibitors of GR-EGFP nuclear translocation, primary screen, dynein cargo transport inhibitor project, imaging, high-content, 3617.4 mouse cells; hit rate 0.47% among 220,000; z-score, hits read low; test concentration mostly 20 µM; stimulated with dexamethasone, 1 µM; active compounds read low;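 active means plate z-score of nuclear minus cytoplasmic receptor signal below a set negative limit, without overly bright fluorescence or cell loss, cut at about -3.5 in these data, passing the limit was not always enough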;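 further: z-score of nuclear minus cytoplasmic ring GR-EGFP intensity difference per well; some compounds called inactive have numbers as strong as hits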
#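 Buffer or medium: Induction medium lacking tetracycline, stripped serum | Also added: Dexamethasone agonist, 1.0 µM final, for 30 min | Timing: 48 h induction, 1 h compound, 30 min dex at 37 °C | Detection: Formaldehyde fixation, Hoechst nuclear stain, 10x automated fluorescence imaging | Measure: Nuclear versus cytoplasmic GR-EGFP signal, averaged per well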
# NOD1 NF-kB reporter – NOD1 signaling inhibitors, primary screen, cell-based, luminescence, uHTS (AID 1578). one-dose inhibition, % at 4 µM; EC50 in µM for titrated hits. NOD1-driven NF-kB luciferase reporter cells, luminescence; higher % means a stronger effect. hit rate 1% among 290,000; in the data active means inhibition mostly above about 36%, no sharp cut-off; inactive means mostly below about 34%;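 further: HEK-293T reporter cells stimulated with the NOD1 agonist gamma-tri-DAP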
# GPR55 beta-arrestin – GPR55 agonists via beta-arrestin recruitment, primary screen, imaging, U2OS cells, beta-arrestin-GFP redistribution (AID 1961); U2OS GPR55 beta-arrestin-GFP redistribution imaging; higher % means a stronger effect; activation, % at 10 µM, or EC50 in µM where a hit was titrated; hit rate 0.048% among 290,000;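 active means activation above 40% with more than 50 cells counted in the well; inconclusive means wells holding fewer than 50 cells, flagged as toxic or sparse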;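 further: U2OS osteosarcoma cells stably expressing GPR55 and beta-arrestin-GFP; plate controls were DMSO negative control for no effect and LPI positive control for full effect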
# M1AAP inhibition – P. falciparum M1AAP inhibitors, biochemical, fluorogenic H-Leu-NHMec substrate, 1536-well (AID 1445); recombinant M1AAP, H-Leu-NHMec fluorogenic kinetic assay; higher % means a stronger effect; hit rate 0.42% among 220,000; inhibition, % at 30 µM, or IC50 in µM where a hit was titrated; Aminopeptidase N (Plasmodium falciparum (isolate 3D7));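 active means primary inhibition above the hit cutoff, then over 50% inhibition at one or more dose response concentrations, cut at about 23% in these data, passing the limit was not always enough; inconclusive means conflicting primary data, or primary hits not chosen for dose response; inactive means low primary inhibition, or under 50% at every dose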;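 further: plate controls were DMSO full reaction for no effect and no enzyme background for full effect; strong numbers were not always called active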
# KOR beta-arrestin-1 – KOR agonists, beta-arrestin recruitment, primary screen, cell-based, luminescence, uHTS (AID 1777); Kappa-type opioid receptor (Homo sapiens); KOR beta-arrestin recruitment, luminescence; higher % means a stronger effect; activation, % at 10 µM; hits with a dose series show EC50 in µM; hit rate 0.02% among 280,000; in the data active means activation above about 50%, passing the limit was not always enough; further: a part of the inactive calls stands beside numbers as strong as those of hits
# HEK293 NOD2/NF-kB – NOD2 signaling inhibitors, cell-based, luminescence, uHTS, HEK293 (AID 1566); inhibition, % at 4 µM; hits with a dose series show EC50 in µM; hit rate 0.63% among 290,000; HEK293 NOD2/NF-kB luciferase reporter, luminescence; higher % means a stronger effect; further: many of its hits are not listed in these tables
# P. falciparum M17LAP – P. falciparum M17LAP inhibitors, primary screen, biochemical, fluorogenic H-Leu-NHMec substrate, 1536-well (AID 1619); inhibition, % at 30 µM, or IC50 in µM where a hit was titrated; recombinant M17LAP, H-Leu-NHMec fluorogenic kinetic assay; higher % means a stronger effect; hit rate 0.38% among 220,000; Leucine aminopeptidase (Plasmodium falciparum (isolate 3D7));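 active means compound inhibiting the enzyme by more than half at any dose during confirmatory dose-response retesting; inconclusive means strong single-dose inhibitors picked by rank but not retested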;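 further: plate controls were full reaction with DMSO carrier for no effect and no enzyme background for full effect; strong numbers were not always called active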
# KOR beta-arrestin-2 – KOR antagonists, beta-arrestin recruitment, cell-based, luminescence, uHTS (AID 1778); KOR beta-arrestin recruitment, luminescence, antagonist mode; higher % means a stronger effect; Kappa-type opioid receptor (Homo sapiens); hit rate 0.091% among 290,000; one-dose inhibition, % at 10 µM; IC50 in µM for titrated hits; further: strong numbers were not always called active
# AID2073 – inhibitors of Mint1-CaV2.2 protein interaction, biochemical, HTRF (AID 2073) | Voltage-dependent N-type calcium channel subunit alpha-1B (Homo sapiens) | HTRF protein-protein interaction, Mint1-CaV2.2; higher % means a stronger effect | one-dose inhibition, % at 20 µM; IC50 in µM for titrated hits | hit rate 0.19% among 290,000; in the data active means inhibition mostly above about 51%, no sharp cut-off; inconclusive means no clear call, values can overlap the other calls; inactive means mostly below about 53%; further: some results filed as inactive read as strong as hits
# Dynein transport cytoplasmic EGFP – further read-out of Dynein transport, marked with its call; z-score; measured here: cytoplasmic GR-EGFP intensity; active compounds read high
# Dynein transport nuclear GR-EGFP – recorded beside Dynein transport, whose call it bears; z-score; measured here: nuclear GR-EGFP intensity;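 lower value marks the stronger effect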
# Dynein transport cell count – recorded beside Dynein transport, whose call it bears; z-score; measured here: cell count per field
# Active calls of the source: *; ? = inconclusive; / = not tested or not shown; [ ] = remark or other dose. Unless noted, no stated cut-off is given here; in the data, active means inhibition above about 50%; inactive means the rest. An excerpt. The share of hits here may be higher or lower than overall.
SMILES	Dynein transport	Dynein transport cytoplasmic EGFP	Dynein transport nuclear GR-EGFP	Dynein transport cell count	NOD1 NF-kB reporter	GPR55 beta-arrestin	M1AAP inhibition	KOR beta-arrestin-1	HEK293 NOD2/NF-kB	P. falciparum M17LAP	KOR beta-arrestin-2	AID2073
Cc1nnc(SCC(=O)N2CC(=O)Nc3ccccc32)n1-c1ccccc1	0.7	-0.19	0.7	-0.16	-12%	-0.2%	1%	-2.8%	-14%	-8%	-16%	-5%
O=C(Cn1ccsc1=NC(=O)C(F)(F)F)c1ccccc1	-0.5	-0.18	0.3	0.68	8%	-0.3%	0%	0.2%	-63%	7%	-7%	?
S=c1[nH]nc(-c2ccccn2)n1/N=C/c1c(Cl)cccc1Cl	-0.93	-0.27	-0.62	0.64	-12%	0.3%	1%	3.6%	4%	-3%	-8%	-44%
Cc1cc(SCC(=O)Nc2ccc(O)cc2)n2nc(C)c(-c3ccccc3)c2n1	-1.2	0.44	-0.49	0.85	5%	-0.3%	10%	0.0%	23%	-3%	1%	20%
CC(C)CNS(=O)(=O)c1ccc(CCC(=O)Nc2ccc3c(c2)OCCO3)cc1	0.14	-0.21	0.017	-0.28	1%	-0.1%	9%	1.4%	8%	0%	25%	-5%
Cc1ccc(NC2=NCC(=O)N2c2ccc3c(c2)OCCO3)c(C)c1	-0.043	-0.2	0.67	2.3	-38%	-0.3%	1%	-5.3%	-7%	6%	20%	5%
Cc1ccc(/C=C/c2ccc(=O)n(Cc3ccc(F)cc3)n2)cc1	0.17	-0.32	0.78	-0.76	21%	-0.1%	5%	2.6%	12%	0%	15%	11%
CCN(C(=O)CSc1nnc(-c2ccncc2)o1)c1ccccc1	/	/	/	/	-5%	-0.1%	/	-0.3%	14%	/	7%	-4%
CCCOc1ccc(N2C(=O)CC(N(CCOC34CC5CC(CC(C5)C3)C4)C(C)=O)C2=O)cc1 (stereo not drawn)	2	-0.2	1.6	-1.5	-30%	-0.5%	0%	-2.0%	9%	-5%	17%	-4%
CCn1cc(C(=O)O)c(=O)c2cc(F)c(N3CCN(S(=O)(=O)c4ccc(Br)cc4)CC3)cc21	1.2	0.12	1.1	-2	2%	-0.1%	7%	-0.6%	5%	-2%	14%	43%
CCc1cccc(CC)c1N(COC)C(=O)Cn1nnc2ccccc21	0.19	-0.39	0.44	0.56	-20%	-0.1%	1%	1.0%	11%	-3%	7%	-5%
COc1cc(OC)cc(-n2nnnc2SCC(=O)Nc2ccc(C(C)=O)cc2)c1	-0.72	-0.079	0.32	1.3	-8%	-0.1%	3%	76%	6%	10%	-9%	3%
Cc1cc(Nc2ccc(O)cc2)n2c(nc3ccccc32)c1C#N	0.74	-0.38	-0.34	0.68	6%	0.7%	9%	-6.0%	31%	12%	23%	18%
CC(C)(C)OC(=O)[C@H]1[C@H](c2ccc([N+](=O)[O-])cc2)C2(C(=O)c3ccccc3C2=O)C2c3ccccc3C=NN21 (stereo partly drawn)	-0.096	-0.25	0.061	0.86	-3%	-0.1%	15%	-0.1%	-1%	2.2µM*	-34%	-4%
OCCn1c(SCCOc2ccccc2F)nc2ccccc21	-1.1	-0.25	-0.88	-0.089	-10%	0.3%	2%	-0.6%	-10%	2%	-6%	-4%

# Next section
SMILES	Dynein transport	Dynein transport cytoplasmic EGFP	Dynein transport nuclear GR-EGFP	Dynein transport cell count	NOD1 NF-kB reporter	GPR55 beta-arrestin	M1AAP inhibition	KOR beta-arrestin-1	HEK293 NOD2/NF-kB	P. falciparum M17LAP	KOR beta-arrestin-2	AID2073
Cc1[nH]c2ccccc2c1C(=O)C(C)OC(=O)c1ccc([N+](=O)[O-])o1 (stereo not drawn)	-1.2	-0.24	-0.066	0.76	-22%	0.4%	1%	-2.4%	9%	5%	26%	-6%
COc1ccc(NC(=O)CSc2nc3sc(C)cc3c(=O)n2C)cc1	/	/	/	/	32%	-0.2%	/	-2.4%	28%	/	8%	3%
C/C(=N\O)C1(C)N(O)C(C)(C)C(c2ccc(Br)cc2)=[N+]1[O-] (stereo not drawn)	0.1	-0.2	0.62	0.069	-24%	-0.1%	5%	8.2%	-1%	-7%	2%	?
O=S(=O)(c1cccc(F)c1)N1CCN(Cc2ccc3c(c2)OCO3)CC1	3.6	0.47	2.4	-1.8	-9%	0.2%	2%	1.1%	-15%	0%	-28%	2%
CCOc1ccc(NC(=O)Cn2nnc(C(=O)NCc3ccccc3OC)c2N)cc1	-0.62	-0.31	-0.17	0.32	6%	-0.2%	0%	1.6%	9%	16%	-28%	16%
CCCS(=O)(=O)c1c(S(=O)(=O)CCC)c2ccc(C(C)=O)cn2c1C(=O)OC	-1.1	-0.28	-0.57	0.8	-36%	-0.1%	0%	/	-21%	-10%	-26%[20 µM]	19%
Cc1ccc(NC(=O)c2cc(C)n(-c3ccccc3)c2C)cc1	-0.43	-0.27	-0.29	0.51	56%	0.7%	3%	-0.2%	52%*	-6%	-21%	7%
COCCCNC(=S)NC1CC2CCCC(C1)N2Cc1cccs1 (stereo not drawn)	-0.23	-0.21	-0.3	-0.34	20%	0.2%	4%	3.4%	23%	-12%	9%	9%
COc1ccccc1-c1nc(-c2ccccc2)nc(N2CCN(C)CC2)c1C#N	0.49	-0.19	0.94	-0.93	-32%	0.2%	8%	-1.2%	9%	2%	-33%	-15%
CC1CN(c2nc3ccccc3nc2C(C#N)C(=O)NC2CCCCC2)CC(C)O1 (stereo not drawn)	/	/	/	/	-28%	-0.2%	/	2.0%	20%	/	-23%	12%
CC1C(=O)NN=C1C(=O)N/N=C\c1ccc(O)cc1O (stereo not drawn)	0.088	-0.21	-0.18	-0.012	-28%	-0.3%	19%	-0.8%	-30%	50%	22%	8%
C/C(N)=C(/C#N)C(=O)COC(=O)CC12CC3CC(CC(C3)C1)C2	0.18	0.19	0.45	-0.34	15%	-0.2%	4%	-2.4%	16%	5%	-24%	2%
Cc1ccc(-n2ncc(C(=O)NC3CC3)c2C2CCN(C(=O)OC(C)(C)C)CC2)c(C)c1	/	/	/	/	-16%	0.2%	/	-3.6%	17%	/	-9%	9%
COc1ccc(/C=N/NC(=O)CCNc2n[nH]c(=O)[nH]c2=O)c(OC)c1	-0.19	-0.36	-0.45	-0.41	-23%	-0.3%	8%	1.8%	16%	14%	-22%	10%
O=C(/C=C/c1ccc(F)cc1)N1CCCN(C(=O)/C=C/c2ccc(F)cc2)CC1	0.52	-0.26	0.16	0.28	10%	0.3%	5%	-1.7%	-27%	12%	-1%	17%

# Other compounds follow:
SMILES	Dynein transport	Dynein transport cytoplasmic EGFP	Dynein transport nuclear GR-EGFP	Dynein transport cell count	NOD1 NF-kB reporter	GPR55 beta-arrestin	M1AAP inhibition	KOR beta-arrestin-1	HEK293 NOD2/NF-kB	P. falciparum M17LAP	KOR beta-arrestin-2	AID2073
Cc1ccccc1NC(=O)CN(C)S(=O)(=O)c1cccc2cccnc12	1.3	-0.21	0.89	-0.42	-11%	-0.1%	0%	4.0%	1%	0%	20%	2%
Cc1cccc(CSc2nncc(=O)[nH]2)c1	-0.8	0.53	0.14	-0.011	13%	-0.2%	2%	0.0%	-5%	2%	-9%	2%
CCOC(=O)C1=C(C)NC2=C(C1c1ccc([N+](=O)[O-])cc1)S(=O)(=O)c1ccccc12 (stereo not drawn)	0.062	-0.042	0.44	-0.35	40%	-0.1%	8%	-2.4%	-16%	-6%	9%	16%
COc1ccc2c(c1OC)CCC2=O	0.55	-0.16	0.31	0.36	-16%	-0.2%	4%	12%	11%	16%	6%	9%
COc1cc2c(cc1OC)CN(Cc1nc3ccsc3c(=O)[nH]1)CC2	-0.91	-0.23	-0.26	0.17	1%	-0.1%	5%	-0.7%	2%	-15%	-22%	16%
COc1ccc(N(CC(=O)N2CCC(C(N)=O)CC2)S(=O)(=O)c2ccccc2)cc1	/	/	/	/	-24%	-0.2%	/	-3.4%	1%	/	-14%	-1%
CCOc1ccc(NC(=O)c2ccc(NC(=O)CSc3nc4ccccc4c(=O)[nH]3)cc2)cc1	0.53	-0.26	0.78	-0.81	-44%	-0.2%	5%	1.0%	-17%	7%	-1%	45%
O=C(NCc1ccccc1Cl)c1cc([N+](=O)[O-])ccc1Cl	-0.088	-0.34	-0.61	0.84	-24%	0.3%	2%	-3.9%	-32%	5%	-40%[20 µM]	-14%
CCNC(=O)NC(=O)C(C)OC(=O)C(C)(C)Oc1ccc(Cl)cc1 (stereo not drawn)	-0.85	-0.28	-0.33	0.44	-40%	-0.3%	7%	4.5%	0%	3%	-35%	-12%
COc1cc(NC(=O)c2ccc3c(c2)OCO3)ccc1NC(=O)c1cccs1	-0.4	-0.18	-0.13	0.83	21%	-0.1%	2%	/	5%	-2%	1%[20 µM]	11%
O=C(NCCc1nc2ccccc2[nH]1)c1cccc(Br)c1	0.19	-0.27	0.27	-0.39	-28%	0.2%	1%	17%	8%	-7%	2%	-7%
Cc1cccc(N2CCN(C(=O)c3cc4n(n3)C(C(F)(F)F)CC(c3ccco3)N4)CC2)c1C (stereo not drawn)	-0.73	-0.17	-0.0045	-0.47	12%	0.6%	5%	-2.6%	12%	-11%	23%	13%
CCOc1ccc(CCNC(=O)c2cnccn2)cc1OCC	/	/	/	/	-42%	0.3%	/	-0.5%	6%	/	-4%	-15%
O=C(COC(=O)c1ccccc1C(=O)c1ccc(Cl)cc1)NC(c1ccccc1)c1ccccc1	0.91	-0.24	0.4	-0.012	-8%	-0.1%	-3%	-3.5%	4%	4%	36%	28%
CCN(CC)S(=O)(=O)c1ccc(C(=O)Nc2cc3oc4ccccc4c3cc2OC)cc1	-0.4	-0.27	-0.42	0.0017	-32%	0.3%	4%	8.7%	26%	-5%	0%	36%
Cc1ncc(CSc2ccc(Cl)cc2)c(CO)c1O	/	/	/	/	-8%	-0.1%	/	-2.5%	10%	/	11%	1%

# Screens as filed in PubChem.
